Bioassay records: PubChem BioAssay, Broad Institute
FN deposition inh – fibronectin deposition inhibition; AH1F fibroblasts, Alexa488-fibronectin deposition fluorescence, overnight; inhibition, % at 12.6 µM; 350,000 tested, 0.086% active;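 active = mean inhibition across replicates of 30% or more, regardless of how many single replicates reach that level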;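 note: positive control wells lacked labelled fibronectin entirely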
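Test system: AH1F fibroblast monolayer depositing Alexa488-labelled fibronectin into matrix. Input: 10000 cells per well. Technique: fluorescence, ex 485 nm, em 525 nm. Buffer or medium: DMEM plus 2% serum, read in PBS. Timing: 1 h cell adhesion before compound, then overnight fibronectin incubation. Compound: single dose, pinned. Read-out basis: inhibition from reduced deposited-fibronectin fluorescence.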
Cneo AK release – Cryptococcus neoformans lysis via adenylate kinase release; C. neoformans lysis, adenylate kinase release luminescence, 4 h; normalised: neutral wells 0, clomiphene wells 100; lysis activity, % at 15 µM; 360,000 tested, 0.2% active; AID 651654;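 active = mean lysis activity across replicates of at least 80%, whatever share of replicates individually reach that level; inactive = mean lysis activity below 80%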
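Assay system: C. neoformans cells. Amount: yeast cell density of 5 × 10^6 cells/mL. Technique: AK luminescence. Buffer or medium: YPD. Times: static 4 h at 37 °C with compound, 1 h detection. Dosing: single-point compound dose. Read-out: lysis from increased AK signal.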
miR-122 sensor – blocks miR-122 activity in Huh7 sensor cells | Huh7 miR-122 Renilla luciferase sensor, 48 h; neutral wells = 0, positive control = 100 | activation (reporter increase), % at 12.5 µM | 340,000 tested, 0.3% active;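 active = mean replicate activation score at least 90 and every replicate individually at or above 90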;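 note: higher luciferase means less miR-122 activity so hits act as miR-122 inhibitors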
PglD inh – blocks C. jejuni PglD acetyltransferase activity; purified PglD enzyme, DTNB colorimetric CoA detection; inhibition, % at 12.5 µM; 360,000 tested, 0.098% active; AID 602405; in the data active = inhibition above about 16%, passing the limit was not always enough; note: strong numbers were not always called active
GSIS activator – GLuc luminescence reporter in INS-1E cells, primary screen for activators of glucose-dependent secretion of insulin; INS-1E GLuc reporter insulin secretion, 2-3 h; activation, % at 16.6 µM; 370,000 tested, 0.61% active;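 active = lowest replicate activation of at least 40%, so every replicate reaches that level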;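 note: 0% = median of neutral control wells and 100% = median of IBMX positive control wells; some compounds called inactive have numbers as strong as hits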
PGC1a acetyl inh – lowers PGC1a acetylation signal in U2OS cells; 350,000 tested, 0.17% active; AlphaScreen anti-acetyl-lysine; with virally co-expressed GCN5 acetyltransferase; inhibition, % at 15.6 µM;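 active = every replicate shows inhibition of at least 40%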;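 note: 0% = neutral control wells and 100% = positive control wells; some results beyond the cut were filed as inactive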
CFTR F508del cor – CFTR F508del correction in bronchial cells; AID 720511; 350,000 tested, 0.36% active; CFBE cells, YFP halide quenching; stimulated with forskolin plus potentiator P3; % fluorescence drop versus neutral controls; activity (quench increase), % at 7.58 µM;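 active = mean added fluorescence quench of at least 8% versus neutral control, with both replicates also reaching 8%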;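 note: cells transiently co-express mutant CFTR-F508del with the halide-sensitive YFP; corrector assay measuring rescue of mutant channel to the surface after 24 h compound exposure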
Statin myotox sup – protects C2C12 myotubes from simvastatin toxicity; ATP luminescence, 48 h; scaled: DMSO 0, geranylgeraniol control 100; AID 602340; rescue of ATP level, % at 7.49 µM; 330,000 tested, 0.78% active;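 active = mean ATP rescue above about 67%, or every replicate alone reaching that limit, limit read from the data, passing the limit was not always enough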;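 note: myotubes were challenged with 10 µM simvastatin during compound exposure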
* = called active by the depositor; nt = not tested or not shown; & = joins results of further samples; [ ] = another dose, or the depositor's remark.

Screens by letter – A = FN deposition inh; B = Cneo AK release; C = miR-122 sensor; D = PglD inh; E = GSIS activator; F = PGC1a acetyl inh; G = CFTR F508del cor; H = Statin myotox sup
CCOC(=O)c1c(NC(=O)C(=O)N/N=C/c2ccc(OCC)cc2)sc2c1CCCCC2
  A: 4; B: -1; C: -4; D: -3; E: 0; F: 7; G: 2.4; H: 0

O=C(c1cnccn1)N1CCN(C/C=C/c2ccccc2)CC1
  A: nt; B: -2; C: -6; D: 0; E: nt; F: -2; G: nt; H: 102*

O=S(Cc1ccc(Br)cc1)Cc1nnc(SCc2ccc(Cl)cc2)n1-c1ccccc1 (stereo unspecified)
  A: -1; B: 1; C: 3; D: 2; E: nt; F: 8; G: nt; H: 20

COc1ccc(N2CC(C(=O)Nc3ccc([N+](=O)[O-])cc3Br)CC2=O)cc1 (stereo unspecified)
  A: 8; B: 2; C: nt; D: -3; E: -23; F: nt; G: -1.7; H: -2

CCOC(=O)CNC(=O)CSc1nc2sc(C)c(C)c2c(=O)n1C
  A: -5; B: -4; C: -1; D: 4; E: nt; F: 0; G: nt; H: 7

O=C(C1CCOCC1)N1CC[C@@H]2[C@H](CO)Nc3ccc(-c4cccc(F)c4)cc3[C@@H]21
  A: 10; B: 18; C: -1[16.7 µM]; D: 1; E: 13; F: 7; G: 2.5; H: -26

N#Cc1ccc(N2CCCC2C(=O)O)c([N+](=O)[O-])c1 (stereo unspecified)
  A: 4; B: 1; C: -3; D: nt; E: 13; F: -28; G: nt; H: -1

O=C(NNS(=O)(=O)c1ccc(F)cc1)c1sccc1-n1cccc1
  A: 4; B: -1; C: -1; D: -3; E: 4; F: 5; G: 0.0; H: -4

CCn1c2ccccc2c2cc(NC(=O)CN3CCCC3)ccc21
  A: -1; B: 0; C: 3; D: -3; E: 12; F: 7; G: -0.6; H: -16

COC(=O)c1ccccc1NC(=O)CCCn1nc(C)c2c(C)n(-c3ccccc3)nc2c1=O
  A: 4; B: 2; C: nt; D: 4; E: -5; F: 1; G: -0.8; H: -19

Cc1cccc(C)c1NC(=O)CN1C(=O)C(C)Oc2ccccc21 (stereo unspecified)
  A: 13; B: -1; C: nt; D: -3; E: nt; F: nt; G: 0.1; H: 16

O=C(NCc1ccco1)c1c(F)cccc1Cl
  A: -4; B: 2; C: -11; D: 9; E: 26; F: 8; G: nt; H: 6

CC1(C)OC(=O)C(=CNc2ccccc2F)C(=O)O1
  A: 10; B: -1; C: -5; D: 4; E: nt; F: nt; G: nt; H: -24

O=C1NC(=S)S/C1=C\c1cc(Cl)ccc1Cl
  A: -9; B: -4; C: 10; D: 8; E: nt; F: 4; G: -0.6; H: -20

CC1(C)CC(=O)N(CC(=O)NCc2ccc(F)cc2)c2ccccc2S1(=O)=O
  A: 1; B: 1; C: -2; D: 1; E: 0; F: nt; G: -1.6; H: 10

O=C(NCc1cccnc1)c1cccc(C(F)(F)F)c1
  A: 3; B: -1; C: -4; D: 1; E: 4; F: -11; G: nt; H: -11

Cn1c(N2CCOCC2)nc2c1c(=O)n(Cc1ccc(Cl)cc1)c(=O)n2C
  A: 10; B: -6; C: 12; D: -5; E: nt; F: -3; G: nt; H: 5

CCN(CC)S(=O)(=O)c1ccc(N2CCOCC2)c(NC(=O)c2c3c(nc4ccccc24)CCC3)c1
  A: nt; B: -3; C: 3; D: 1; E: 9; F: nt; G: nt; H: nt

CCCCNc1cc(C(=O)O)cc(S(N)(=O)=O)c1Oc1ccccc1
  A: -7; B: 2&1; C: -2; D: 4&-1; E: nt; F: -10; G: 8.6*; H: 8

CN1CCCCCC1=Nc1ccc([N+](=O)[O-])cc1
  A: 0; B: -1; C: nt; D: 8; E: -1; F: 35; G: -1.5; H: nt

CCCc1cc(=O)oc2cc(C)cc(OC(C)C(=O)NCc3ccccn3)c12 (stereo unspecified)
  A: -2; B: -3; C: 1; D: -4; E: 13; F: 7; G: -0.4; H: -1

CCOc1ccccc1N(CC(=O)NCCc1ccccc1)C(=O)CCC(=O)Nc1ccccn1
  A: 5; B: 0; C: 4; D: -5; E: 4; F: 0; G: -0.5; H: 44

CCc1c(C)sc(NC(=O)c2cc(C3CC3)on2)c1C#N
  A: nt; B: 1; C: -2; D: -2; E: -19; F: nt; G: 1.5; H: 4

Cc1cccc(NC(=O)C2C3C=CC(O3)C2C(=O)O)c1C (stereo unspecified)
  A: 3; B: -1; C: -2; D: 3; E: 0; F: 13; G: -1.6; H: 8

COc1ccc(CCNC(=O)CSc2nc3cc(Cl)ccc3o2)cc1OC
  A: nt; B: 2; C: -7; D: -1; E: nt; F: -13; G: nt; H: -1

Next part (six carried over from the part before).
Screens by letter – A = FN deposition inh; B = Cneo AK release; C = miR-122 sensor; D = PglD inh; E = GSIS activator; F = PGC1a acetyl inh; G = CFTR F508del cor; H = Statin myotox sup
CN1CCCCCC1=Nc1ccc([N+](=O)[O-])cc1
  A: 0; B: -1; C: nt; D: 8; E: -1; F: 35; G: -1.5; H: nt

CCCc1cc(=O)oc2cc(C)cc(OC(C)C(=O)NCc3ccccn3)c12 (stereo unspecified)
  A: -2; B: -3; C: 1; D: -4; E: 13; F: 7; G: -0.4; H: -1

CCOc1ccccc1N(CC(=O)NCCc1ccccc1)C(=O)CCC(=O)Nc1ccccn1
  A: 5; B: 0; C: 4; D: -5; E: 4; F: 0; G: -0.5; H: 44

CCc1c(C)sc(NC(=O)c2cc(C3CC3)on2)c1C#N
  A: nt; B: 1; C: -2; D: -2; E: -19; F: nt; G: 1.5; H: 4

Cc1cccc(NC(=O)C2C3C=CC(O3)C2C(=O)O)c1C (stereo unspecified)
  A: 3; B: -1; C: -2; D: 3; E: 0; F: 13; G: -1.6; H: 8

COc1ccc(CCNC(=O)CSc2nc3cc(Cl)ccc3o2)cc1OC
  A: nt; B: 2; C: -7; D: -1; E: nt; F: -13; G: nt; H: -1

CC(C)C(=O)Nc1cccc(-c2nc3ncccc3o2)c1
  A: -4; B: 2; C: 14; D: -6; E: 12; F: -3; G: 0.5; H: 4

COc1ccc(N2CCN(C(=O)C(=O)c3cn(CC(=O)N4CCCCCC4)c4ccccc34)CC2)cc1
  A: nt; B: 3; C: nt; D: 6; E: 0; F: nt; G: 2.1; H: -7

COC(=O)C[C@H]1CC[C@@H](NS(=O)(=O)c2ccccc2F)[C@H](CO)O1
  A: nt; B: -8; C: nt; D: -3; E: 16; F: 7; G: 1.6; H: -3

COC(=O)c1ccc(NS(=O)(=O)c2ccc3[nH]c(=O)oc3c2)cc1
  A: 3; B: 0; C: 4; D: 0; E: 18; F: nt; G: 2.4; H: 3

O=C(NCC1CCCO1)C(=O)N/N=C/c1ccc(O)c(Cl)c1 (stereo unspecified)
  A: 3; B: 0; C: -1; D: -4; E: 7; F: -5; G: -2.0; H: -6

O=C(CSc1nncs1)NNC(=O)c1ccccc1Br
  A: -2; B: 0; C: -4; D: 2; E: -12; F: 2; G: 3.2; H: 7

Nc1ccc(OCC(O)C[n+]2ccc(CCS(=O)(=O)[O-])cc2)cc1 (stereo unspecified)
  A: 9; B: nt; C: nt; D: nt; E: -10; F: 10; G: -1.4; H: nt

CCOc1ccccc1N1CCN(C(=O)C2=CC=CN3CCS(=O)(=O)N=C23)CC1
  A: -6; B: 1; C: -1; D: -8; E: -7; F: 1; G: -1.2; H: -2

COc1ccc(-n2nc(C(=O)NCC(=O)NCC3COc4ccccc4O3)c3ccccc3c2=O)cc1OC (stereo unspecified)
  A: 7; B: nt; C: -1; D: nt; E: -10; F: -38; G: 0.5; H: nt

CCCCc1ccc(N/C(N)=N/c2nc(C)cc(C)n2)cc1
  A: -24; B: 3; C: 2; D: -11; E: nt; F: 4; G: -0.2; H: nt

Cc1c(NC(=O)C(C)Sc2ccccc2)c(=O)n(-c2ccccc2)n1C (stereo unspecified)
  A: nt; B: 2; C: -4; D: -1; E: -3; F: 2; G: nt; H: 0

O=C(Nc1ccc(Nc2ccncc2)cc1)c1ccc([N+](=O)[O-])cc1
  A: nt; B: -4; C: -18; D: 5; E: 15; F: -70; G: -1.5; H: -6

COc1ccc(OC)c(C2/C(=C(\O)c3ccc(OC)c(Cl)c3)C(=O)C(=O)N2CCN(C)C)c1 (stereo unspecified)
  A: nt; B: 0; C: -1; D: 4; E: nt; F: 30; G: nt; H: 30

COc1ccc(NC(C)=O)cc1NC(=O)c1c(C)noc1C
  A: 5; B: 0; C: 1; D: -6; E: nt; F: -1; G: 1.1; H: 11

COc1cc(OC)cc(C(=O)NCCS(=O)(=O)N2CCN(Cc3ccccc3)CC2)c1
  A: 3; B: 2; C: nt; D: 6; E: -12; F: nt; G: -1.5; H: -1

CC1(CSc2ccccc2)CC(=O)N1 (stereo unspecified)
  A: -3; B: -18; C: -4; D: 1; E: 28; F: 5; G: -2.4; H: 14

COc1ccc(NC(=O)N(C)C[C@H]2Oc3ccc(NS(=O)(=O)c4ccc(F)cc4)cc3C(=O)N([C@H](C)CO)C[C@H]2C)cc1
  A: 1; B: -2; C: 7[16.7 µM]; D: 3; E: 6; F: -29; G: -0.3; H: 38

O=C(CSCc1cccc(Cl)c1)N/N=C/c1ccc(OCC(=O)N2CCCCC2)cc1
  A: -3; B: 0; C: -2; D: 2; E: -18; F: 4; G: nt; H: -1

O=C(/C=C/c1ccc(OCCCF)cc1)N1CCN(Cc2ccccc2)CC1
  A: -2; B: -2; C: -9; D: nt; E: -9; F: 0; G: 0.6; H: 7

O=C(O)CCCCCNC(=O)Cn1nnc2ccccc2c1=O
  A: 9; B: -5; C: -9; D: 1; E: 7; F: 8; G: -1.9; H: 28

CC(NC(=O)c1ccc(CS(C)(=O)=O)cc1)c1cccc2ccccc12 (stereo unspecified)
  A: 3; B: 0; C: -1; D: -8; E: -6; F: nt; G: -3.0; H: -1

CO[C@@H]1CN(C)C(=O)c2cc(NS(C)(=O)=O)ccc2OC[C@H](C)N(C)C[C@H]1C
  A: -6; B: 4; C: nt; D: -1; E: 4; F: -12; G: 0.0; H: 4

Cc1ccc2nc(SCc3cccc([N+](=O)[O-])c3)nc(C)c2c1
  A: nt; B: -1; C: -2; D: -4; E: nt; F: 4; G: nt; H: -2
